# Compound activity: PubChem, several laboratories
# HDAC3 inhib = HDAC3 deacetylase inhibitors, primary screen, biochemical, fluorescence, cell-free homogeneous; inhibition, % at 8.3 µM; recombinant HDAC3, fluorogenic peptide/trypsin coupled; actives 0.15% (n = 320,000); Histone deacetylase 3 (Homo sapiens), O15379; AID 2718, 2010; in the data active means inhibition above about 26%, passing the limit was not always enough
# KCNK3 inh = human KCNK3 channel inhibitors, primary screen, CHO cells, FluxOR thallium flux, B-score; FluxOR fluorescence; hits give low values; B-score at 10 µM; actives 0.84% (n = 340,000); AID 602410, 2012;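 active means B-score under library mean minus 4 SD, starting fluorescence ratio at most library mean plus 5 SD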;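 further: more negative B-score means stronger inhibition of thallium flux through KCNK3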
# Target sequence (O14649 whole entry, looked up): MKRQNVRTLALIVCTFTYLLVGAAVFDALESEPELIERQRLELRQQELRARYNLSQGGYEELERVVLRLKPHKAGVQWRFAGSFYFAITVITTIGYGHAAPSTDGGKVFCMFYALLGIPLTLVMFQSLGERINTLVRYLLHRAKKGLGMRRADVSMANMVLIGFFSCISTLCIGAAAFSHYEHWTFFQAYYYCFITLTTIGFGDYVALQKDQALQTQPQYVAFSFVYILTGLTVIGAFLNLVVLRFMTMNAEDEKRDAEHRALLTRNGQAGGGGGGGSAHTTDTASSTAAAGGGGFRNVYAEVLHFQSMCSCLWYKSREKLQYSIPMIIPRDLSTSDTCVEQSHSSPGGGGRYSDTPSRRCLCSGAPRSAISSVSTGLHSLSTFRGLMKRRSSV
# hERG rescue = hERG rescue from dofetilide block, primary screen, cell-based, CHO-hERG, FluxOR thallium flux, dofetilide IC70. Voltage-gated inwardly rectifying potassium channel KCNH2 (Homo sapiens), Q12809. dofetilide IC70 present. activation (rescue from dofetilide block), less the hit threshold, % at 10 µM. actives 0.51% (n = 310,000). AID 1511, 2009;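 active means activation above the mean of controls blocked by dofetilide plus 5 SD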;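 further: thallium influx through hERG after potassium depolarization seen as dye fluorescence rise; in these data hits start at about 4.7%; inactives centre near -7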
# KCNQ1 pot = potentiators or activators of KCNQ1 channel, primary screen, cell-based, thallium flux, high-throughput | CHO-K1 KCNQ1, thallium flux FluxOR fluorescence; hits give high values | B-score at 10 µM | actives 0.35% (n = 310,000) | AID 2648, 2010;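 active means fluorescence ratio B-score, a plate-corrected score, at least three library SD, with initial intensity B-score within 5 SD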
#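 Schedule – 37 °C overnight plating, 90-min dark dye load, 20-min compound pretreatment · System – stable KCNQ1 CHO-K1 line · Probe or stimulus – thallium- and potassium-containing depolarizing buffer · Measured by – kinetic FluxOR fluorescence, 10 s baseline plus 110 s post-stimulus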
# KCNQ1 block = inhibitors of human KCNQ1 channel, primary screen, cell-based, thallium flux, high-throughput | Potassium voltage-gated channel subfamily KQT member 1 (Homo sapiens), P51787 | CHO-K1 KCNQ1, FluxOR thallium flux fluorescence; hits give high values | B-score at 10 µM | actives 1.3% (n = 310,000);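 active means compounds whose thallium flux B-score, printed positive for inhibition, exceeds three library SD while starting fluorescence stays within three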;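 further: channel opened by potassium depolarization with thallium stimulus after 20 min compound exposure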
# KCNK9 block = KCNK9 potassium channel inhibitors, primary screen, HEK293 cells, thallium flux | FluxOR thallium flux fluorescence; hits give low values | B-score at 10 µM | actives 1.2% (n = 310,000) | Potassium channel subfamily K member 9 (Homo sapiens), Q9NPC2 | AID 488922, 2010;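 active means ratio B-score over 3 SD below the library mean, with starting fluorescence within 5 SD of its mean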;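 further: negative B-score means less thallium flux so channel inhibition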
# Target sequence (Q9NPC2 whole entry, looked up): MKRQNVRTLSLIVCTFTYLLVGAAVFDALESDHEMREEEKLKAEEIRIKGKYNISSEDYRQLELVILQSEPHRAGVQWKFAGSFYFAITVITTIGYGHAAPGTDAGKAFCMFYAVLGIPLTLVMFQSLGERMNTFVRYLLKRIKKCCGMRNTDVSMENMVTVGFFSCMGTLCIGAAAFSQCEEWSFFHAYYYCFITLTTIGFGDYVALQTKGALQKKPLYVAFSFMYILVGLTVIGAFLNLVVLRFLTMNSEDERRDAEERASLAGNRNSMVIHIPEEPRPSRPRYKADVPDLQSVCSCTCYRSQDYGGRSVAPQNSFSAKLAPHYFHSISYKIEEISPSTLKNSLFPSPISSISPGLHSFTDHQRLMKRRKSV
# ANO1 activ = TMEM16A chloride channel activators or potentiators, primary screen, cell-based, HTS; Anoctamin-1 (Mus musculus), Q8BHY3; HEK293 TMEM16A/YFP-H148Q/I152L, iodide quench fluorescence; hits give low values; B-score at 10 µM; actives 0.3% (n = 340,000); AID 623877, 2012;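 active means fluorescence-ratio B-score plate-corrected deviation score at least 3 library SD below zero, with starting fluorescence score within 5 deviations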;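 further: channel opened by trigger with iodide after compound preincubation; score built on the fluorescence ratio of max minus min over baseline; more negative score means more quench and so TMEM16A activation or potentiation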
# RGS4 pot = RGS4 potentiators or activators, primary screen, cell-based, HEK293 M3R inducible RGS4, calcium flux. carbachol calcium flux Fluo4; hits give low values. actives 0.92% (n = 310,000). B-score at 10 µM. AID 463111, 2010;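 active means B-score of the integrated calcium signal more than 4 SD below the library mean, with starting fluorescence not abnormally high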;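 further: negative B-score means reduced calcium response which marks RGS4 activation or potentiation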
#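 Material: Inducible-RGS4 HEK293 cells carrying M3 receptor; also added: carbachol at ECmax as muscarinic agonist stimulus; incubation: compound preincubation 20 min at room temperature before agonist; signal: Fluo4-AM (2 µM) calcium-flux fluorescence, kinetic read; measure: integrated calcium ratio converted to B score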
# RGS4 block = RGS4 inhibitors, primary screen, cell-based, HEK293 M3R inducible RGS4, calcium flux | B-score at 10 µM | actives 0.45% (n = 310,000) | Regulator of G-protein signaling 4 (Homo sapiens), P49798 | Fluo-4 calcium flux; hits give high values; triggered by carbachol at its EC20;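 active means B-score, a plate-corrected calcium signal, over three deviations above library mean, with baseline fluorescence within five deviations of library mean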;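 further: RGS4 expression induced by doxycycline in cells with stable M3 receptor; B-score is computed from the integrated fluorescence ratio over baseline after carbachol; higher B-score means a larger calcium signal and so more RGS4 inhibition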
# Target sequence (P49798 whole entry, looked up): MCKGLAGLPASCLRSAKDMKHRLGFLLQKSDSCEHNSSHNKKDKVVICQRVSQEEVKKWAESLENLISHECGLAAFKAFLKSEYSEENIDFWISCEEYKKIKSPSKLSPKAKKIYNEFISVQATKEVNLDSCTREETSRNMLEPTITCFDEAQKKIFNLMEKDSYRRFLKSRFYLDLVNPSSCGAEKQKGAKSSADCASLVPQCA
# ANO1 block = TMEM16A chloride channel inhibitors, primary screen, cell-based, HTS; Anoctamin-1 (Mus musculus), Q8BHY3; HEK293 TMEM16A/YFP iodide influx fluorescence, ionomycin; normalized B-score (activity score, 25-100; higher = stronger inhibition) at 10 µM; actives 1.2% (n = 310,000); AID 588511, 2011;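 active means ratio plate-corrected score three or more library SD toward inhibition, starting fluorescence score within five deviations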;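 further: score derived from kinetic fluorescence span divided by baseline fluorescence per well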
# SKKanGAS inh = S. pyogenes SKKanGAS growth inhibitors in kanamycin, primary screen, streptokinase expression inhibitor project, SKKanGAS strain, BacTiter-Glo luminescence; 6 h; inhibition, % at 7.5 µM; AID 1662, 2009; actives 1.3% (n = 300,000);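 active means mean replicate score, as percent of positive control median, at least 50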;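 further: strain carries kanamycin resistance gene driven by streptokinase promoter and grows in 40 µg/ml kanamycin; loss of luminescence reflects streptokinase promoter inhibition or plain growth inhibition; 0% = median of DMSO wells and 100% = positive control at its reference dose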
# Numbers without * were called inactive; i = inactive; · = no result given.
# The line under a structure holds: HDAC3 inhib	KCNK3 inh	hERG rescue	KCNQ1 pot	KCNQ1 block	KCNK9 block	ANO1 activ	RGS4 pot	RGS4 block	ANO1 block	SKKanGAS inh
CC(c1ccccc1)c1nnc(NC(=O)c2ccc3c(c2)OCO3)s1 (stereo not given)
→ 1	i	-6	i	i	i	i	i	i	i	9
CCC(=O)Oc1ccc(C(=O)Nc2cccc(NC(=O)c3ccco3)c2)cc1
→ 0	i	-8	i	i	i	i	i	i	i	1
Cc1ccc(CNCC(O)c2ccccc2)s1 (stereo not given)
→ -10	i	-1	i	i	i	i	i	i	i	-1
N=c1c2c(ncn1CCN1CCOCC1)Oc1cc(O)ccc1C2c1ccccc1 (stereo not given)
→ -3	i	-10	i	i	i	i	i	i	i	-7
CC(C)CC(=O)N1CCN(Cc2ccc(C(F)(F)F)cc2)CC1
→ -4	i	-2	i	i	i	i	i	i	i	-1
CCS(=O)(=O)c1ccc2oc(=O)c(/C=C(\O)c3ccc(Cl)cc3)nc2c1
→ 4	i	-6	i	i	i	i	i	i	i	0
CN(CCC#N)C(=O)CC(Cc1ccccc1)C1CCOC(C)(C)C1 (stereo not given)
→ -2	i	-3	i	i	i	i	i	i	i	-4
O=C1C=C(NNC(=O)c2ccccc2Br)CCC1
→ 1	i	-6	i	i	i	i	i	i	i	5
C/C(NC(=O)c1ccccc1F)=C1\C(=O)C[C@@H]2[C@H]1C2(C)C
→ 4	i	-3	i	i	i	i	i	i	i	5
O=[N+]([O-])c1ccc(-c2ccc(/C=N/Nc3nc(N4CCCCC4)nc(N4CCCCC4)n3)o2)cc1
→ ·	i	-7	i	i	i	i	i	i	·	-3
CCCCN(CCCC)CCNC(=O)c1cn(C)c2ccc(S(=O)(=O)N(C)C3CCCCC3)cc2c1=O
→ 2	i	-15	i	i	i	i	i	i	i	-9
CO/N=C/c1ccc(N2CCOCC2)c([N+](=O)[O-])c1
→ 4	i	-14	i	i	i	i	i	i	i	-2
N#CCCN(Cc1cccs1)C(=O)Nc1ccccc1
→ -7	i	1	i	i	i	i	i	i	i	12
O=C(Nc1ccccc1)ON=C1c2ccccc2-c2ccccc21
→ 1	i	-8	i	i	i	i	i	i	i	-8
CN(Cc1nc(-c2cccs2)no1)CC1COCCO1 (stereo not given)
→ -5	i	-6	i	i	i	i	i	i	i	-3
CCOc1cccc2cc(C(=O)NCc3ccccc3)c(=N)oc12
→ 5	i	-3	i	i	i	i	i	i	i	3
COc1cccc(NC(=O)C2C3C=CC4(O3)C2C(=O)N(C2CC2)C4C(=O)NC2CCCCC2C)c1 (stereo not given)
→ 2	i	-6	i	i	i	i	i	i	i	-3
CCOc1ccccc1C(=O)NCC(=O)OCCCOC(=O)CNC(=O)c1ccccc1OCC
→ 4	i	-20	i	i	i	i	i	i	i	-2
OC1(c2ccccc2)C/C(=N\n2cnnc2)C=C1c1ccccc1 (stereo not given)
→ 2	i	-10	i	i	i	i	i	i	i	2
C/C(=N\NC(=O)c1ccc([N+](=O)[O-])cc1)c1c(O)cc(C)oc1=O
→ 5	i	-14	i	i	i	i	i	i	i	3
Cc1ncc(CO)c2c1Oc1nc(-c3ccccc3)nc(SCC(=O)N3CCCCC3)c1C2
→ 6	i	-34	i	i	i	i	-7.8*	i	i	14
CC(=O)N1CCc2cc(S(=O)(=O)NC(Cc3ccccc3)C(=O)NCCN3CCCCC3C)ccc21 (stereo not given)
→ -2	i	-4	i	i	i	i	i	i	i	-2
CC(=O)Nc1ccccc1OC(C)C(=O)N1CC(C)CC(C)C1 (stereo not given)
→ -2	i	-5	i	i	i	i	i	i	i	3
CC(C)(C)C1CCC(=NNC(=O)CC(=O)NCc2ccccc2)CC1 (stereo not given)
→ 2	i	-11	i	i	i	i	i	i	i	0
Cc1cccc(C(=O)Nc2nnc(-c3ccncc3)o2)c1
→ -3	i	-8	i	i	i	i	i	i	i	-2
c1csc(CSc2nnc3sc4ccccc4n23)c1
→ -1	i	-14	i	i	i	i	i	i	i	-1
Cc1cccc(NC(=O)CSc2nnc(NC(=O)c3ccco3)s2)c1
→ 4	i	-2	i	i	i	i	i	i	i	4
O=C(CN1CCOCC1)Nc1cccc(C(F)(F)F)c1
→ 7	i	-4	i	i	i	i	i	i	i	-9
COc1ccc(CNC(=O)COC(=O)C2CCC(C(C)(C)C)CC2)cc1 (stereo not given)
→ -1	i	-4	i	i	i	i	i	i	i	0
COc1ccc(Nc2nc3ccccc3c(=O)s2)c(OC)c1
→ 3	i	-10	i	i	i	i	i	i	i	10
Cc1ccc(/C=C/C(=O)O)cc1S(=O)(=O)NCCCC(=O)O
→ -1	i	-2	i	i	i	i	i	i	i	-1
CCC1CCCCN1C(=O)COc1ccc2c(c1)OCO2 (stereo not given)
→ -1	i	-5	i	i	i	i	i	i	i	1
N#CCCCSc1nnc(-c2ccc(Cl)cc2)n1-c1ccccc1
→ 3	i	3	i	i	i	i	i	i	i	-12
COc1cc(/C=N/NC(=O)CN(Cc2ccco2)S(=O)(=O)c2ccccc2)ccc1O
→ 7	i	-5	i	i	i	i	i	i	i	-1
N/C(=N\OC(=O)c1ccc([N+](=O)[O-])cc1)c1ccccn1
→ 9	i	0	i	i	i	i	i	i	i	-17
CCOc1cccc(C(=O)NC(=S)Nc2ccc(N3CCN(CC)CC3)cc2)c1
→ 1	i	-19	i	i	i	i	-11*	i	i	6
O=C(NCC(F)(F)F)Nc1ccccn1
→ 8	i	-5	i	i	i	i	i	i	i	-15
COc1ccc(Nc2ccc(C(N)=O)cc2[N+](=O)[O-])cc1
→ 5	i	-3	i	i	i	i	i	i	i	6
CCC(=O)OCn1nnc2ccccc2c1=O
→ -1	i	-12	i	i	i	i	i	i	i	-36
C#CCOCCOCCOCCNc1nc(N2CCN(C(=O)[C@H](CCCCN)n3cc([C@@H](N)CO)nn3)CC2)nc(N2CCN(C(=O)[C@H](Cc3ccc(O)cc3)n3cc([C@@H](N)CC(C)C)nn3)CC2)n1
→ 1	i	-5	i	i	i	i	i	i	i	-3
Cn1c(SCc2ccccc2)nnc1-c1ccc(O)cc1
→ -14	i	-2	i	i	i	i	i	i	i	-4
C=C(C)C1Cc2c(C)nn(-c3ccccc3)c2C1 (stereo not given)
→ 8	i	-11	i	i	i	i	i	i	i	1
O=C(CCS(=O)(=O)c1ccc(Br)cc1)NCCc1ccc(Cl)cc1
→ -2	i	-6	i	i	i	i	i	i	i	2
CSCCC(NC(=O)c1c(C)oc2c1CCCC2)C(=O)O (stereo not given)
→ -2	i	-13	i	i	i	i	i	i	i	2
Cc1c(NC(=O)C23CC4CC(CC(C4)C2)C3)c(=O)n(-c2ccccc2)n1C
→ -10	i	-7	i	i	i	i	i	i	i	0
CCN(CC(=O)NC1CCCCCC1)S(=O)(=O)c1ccccc1
→ -3	i	-6	i	i	i	i	i	i	i	-3
CCOC(=O)N1CCN(C(=O)/C(=C/c2cccc3ccccc23)NC(=O)c2ccc(OC)cc2)CC1
→ 0	i	-8	i	i	i	i	i	i	i	8
COC(=O)c1ccc(Oc2cc(C)nc(SC)n2)cc1
→ 2	i	-13	i	i	i	i	i	i	i	0
Cc1ccc(-c2nnc(N)o2)cc1
→ 6	i	-7	i	i	i	i	i	i	i	-8
CCCC1=[N+](CC(=O)c2ccc(C)cc2)CCn2cccc21
→ 3	i	-4	i	i	i	i	i	i	i	-2
CC(C)(C)NC(=O)C(c1ccncc1)N(C(=O)Cn1nnc(-c2ccc(F)cc2)n1)c1ccc(F)cc1 (stereo not given)
→ -1	i	-8	i	i	i	i	i	i	i	-3
COc1ccc(C(C)=O)cc1CSc1nnc(-c2ccncc2)o1
→ -2	i	-4	i	i	i	i	i	i	i	1
COc1ccc(CCC(=O)NNC(=S)NCc2ccc(F)cc2)cc1
→ -4	i	-19	i	i	i	i	i	i	i	-25
CCCNc1c(N)c(=O)c1=O
→ -1	i	-4	i	i	i	i	i	i	i	-9
COC(=O)C1ON2OC(C(=O)OC)C(C(=O)OC)C2C1CC(C)=O (stereo not given)
→ 1	i	-8	i	i	i	i	i	i	i	-14

# 3 records drawn at random from those above, as already listed:
# The line under a structure holds: HDAC3 inhib	KCNK3 inh	hERG rescue	KCNQ1 pot	KCNQ1 block	KCNK9 block	ANO1 activ	RGS4 pot	RGS4 block	ANO1 block	SKKanGAS inh
CCCNc1c(N)c(=O)c1=O
→ -1	i	-4	i	i	i	i	i	i	i	-9
COc1ccc(CNC(=O)COC(=O)C2CCC(C(C)(C)C)CC2)cc1 (stereo not given)
→ -1	i	-4	i	i	i	i	i	i	i	0
Cc1ccc(CNCC(O)c2ccccc2)s1 (stereo not given)
→ -10	i	-1	i	i	i	i	i	i	i	-1

# Ordered by length of the SMILES (smallest number first): three of the compounds above.
# The line under a structure holds: HDAC3 inhib	KCNK3 inh	hERG rescue	KCNQ1 pot	KCNQ1 block	KCNK9 block	ANO1 activ	RGS4 pot	RGS4 block	ANO1 block	SKKanGAS inh
CCCC1=[N+](CC(=O)c2ccc(C)cc2)CCn2cccc21
→ 3	i	-4	i	i	i	i	i	i	i	-2
N/C(=N\OC(=O)c1ccc([N+](=O)[O-])cc1)c1ccccn1
→ 9	i	0	i	i	i	i	i	i	i	-17
Cc1c(NC(=O)C23CC4CC(CC(C4)C2)C3)c(=O)n(-c2ccccc2)n1C
→ -10	i	-7	i	i	i	i	i	i	i	0
